FBA Mtb inh – inhibitors of M. tuberculosis fructose-bisphosphate aldolase. P9WQA3. purified M. tuberculosis FBA, fluorescence read-out. inhibition, % at 1 µM. actives 2.3% (n = 360,000); in the data active = inhibition above about 27%;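 also: 0% = vehicle and 100% = reference inhibitor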
Target sequence (P9WQA3 whole entry, looked up): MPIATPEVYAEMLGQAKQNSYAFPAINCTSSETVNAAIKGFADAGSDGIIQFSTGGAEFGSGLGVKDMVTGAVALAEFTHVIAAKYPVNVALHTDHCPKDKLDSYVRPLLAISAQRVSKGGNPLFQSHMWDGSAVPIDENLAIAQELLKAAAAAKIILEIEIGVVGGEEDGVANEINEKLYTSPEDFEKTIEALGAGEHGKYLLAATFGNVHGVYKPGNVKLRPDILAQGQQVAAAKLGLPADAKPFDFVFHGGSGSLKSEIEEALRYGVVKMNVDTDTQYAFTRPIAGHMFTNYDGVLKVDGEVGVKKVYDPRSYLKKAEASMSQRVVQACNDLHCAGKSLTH
BoNT-A LC inh2 – inhibitors of Botulinum neurotoxin A light chain protease; multiplex microsphere protease substrate cleavage, flow cytometry; inhibition, % at 10 µM; actives 0.17% (n = 360,000); also: plate controls were buffer without enzyme for full effect and enzyme alone for no effect
PfHsp40 yeast – restores yeast growth despite PfHsp40 toxicity | S. cerevisiae expressing PfHsp40, growth rescue, ATP luminescence | actives 0.68% (n = 340,000) | AID 504582 | growth rescue, % at 12.5 µM; in the data active = growth rescue above about 28%, passing the limit was not always enough; inconclusive = no clear call, values can overlap the other calls;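 also: yeast W303a lacking pdr1 and pdr3 grown in galactose medium; growth measured after three days at 30 °C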
BioA inh – blocks M. tuberculosis BioA enzyme activity; purified M. tuberculosis BioA enzyme, plate reader; inhibition, % at 9.99 µM; actives 0.096% (n = 360,000); AID 602481; in the data active = inhibition above about 40%; inconclusive = no clear call, values can overlap the other calls
GDH-TPI counter – inhibits GDH-TPI coupling enzymes, artifact for Mtb FBA screen | GDH-TPI coupled enzyme counterscreen, NADH absorbance | inhibition, % at 4.8 µM | actives 1.2% (n = 360,000); in the data active = inhibition above about 30%;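 also: 0% = DMSO wells and 100% = wells lacking the enzyme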
BoNT F protease – inhibitors of Botulinum neurotoxin F light chain protease | Multiplex microsphere protease cleavage assay, flow cytometry | inhibition, % at 10 µM | actives 0.22% (n = 360,000) | AID 588497; in the data active = inhibition above about 35%, passing the limit was not always enough; inconclusive = no clear call, values can overlap the other calls; also: plate controls were buffer without enzyme for full effect and enzyme alone for no effect
FadD28 FP inh – M. tuberculosis FadD28 bisubstrate binding inhibition; actives 0.22% (n = 360,000); FadD28 bisubstrate probe binding, fluorescence polarization; AID 588549; inhibition, % at 12.5 µM; in the data active = inhibition above about 8.5%, passing the limit was not always enough; inconclusive = no clear call, values can overlap the other calls
UGM FP inh – Mtb UDP-galactopyranose mutase inhibition | P9WIQ1 | purified UGM, fluorescence polarization probe displacement | inhibition, % at 10 µM | actives 0.06% (n = 320,000); in the data active = inhibition above about 10%, passing the limit was not always enough; inconclusive = no clear call, values can overlap the other calls
Target sequence (P9WIQ1 whole entry, looked up): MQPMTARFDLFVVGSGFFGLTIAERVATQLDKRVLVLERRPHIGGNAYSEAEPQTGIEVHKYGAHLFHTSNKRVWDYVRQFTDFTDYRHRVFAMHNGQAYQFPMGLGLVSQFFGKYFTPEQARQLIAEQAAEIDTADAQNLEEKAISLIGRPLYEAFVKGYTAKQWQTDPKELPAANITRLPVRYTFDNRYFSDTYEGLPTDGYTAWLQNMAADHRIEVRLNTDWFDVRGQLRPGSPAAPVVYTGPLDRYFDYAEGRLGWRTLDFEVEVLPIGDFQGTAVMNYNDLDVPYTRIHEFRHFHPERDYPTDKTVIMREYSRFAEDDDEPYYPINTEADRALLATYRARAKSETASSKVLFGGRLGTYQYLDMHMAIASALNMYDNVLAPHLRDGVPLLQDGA
Anthrax LF prot – blocks Bacillus anthracis lethal factor protease; multiplex microsphere protease cleavage assay, LF; inhibition, % at 10 µM; actives 0.12% (n = 360,000); also: plate controls were buffer without enzyme for full effect and enzyme alone for no effect
An asterisk follows results filed as active; ? = inconclusive; / = not tested or not shown. Rule as the data show it, unless noted: active = inhibition above about 30%; inconclusive = no clear call, values can overlap the other calls; inactive = below that.

Below each SMILES: FBA Mtb inh	BoNT-A LC inh2	PfHsp40 yeast	BioA inh	GDH-TPI counter	BoNT F protease	FadD28 FP inh	UGM FP inh	Anthrax LF prot
- CCc1nn2c(=O)cc(CSCC(=O)Nc3ccccc3Cl)nc2s1
→ -9	-0.1	0.7	1.5	-10	-3	-2.1	-1.5	2
- O=C(O)c1c(Cl)c(Cl)c(Cl)c(Cl)c1C(=O)OCC1CCCO1 (configuration not stated)
→ 0	-0.4	/	0.1	-4	-3	-4.4	/	-2
- C=C(C)CN1C(=O)c2ccccc2C1=O
→ 0	-1.1	-0.3	-2.2	-3	-4	-0.7	1.8	0
- CC[C@]12c3[nH]c4ccccc4c3CCN1C(=O)C(CC(=O)NC(C)(C)C)C[C@@H]2C(=O)N1CCN(C(=O)C2CC2)CC1 (some centres not stated)
→ -2	-0.7	-0.2	0.7	-8	2	1.0	-3.3	4
- CC1CCN(C(=O)c2[nH]cnc2C(=O)NCCCCCNC(=O)OC(C)(C)C)CC1
→ 0	-0.8	1.5	-1.3	0	-5	-0.3	1.4	6
- Cc1ccc(C(C)C)c(OCc2nc(-c3nonc3N)no2)c1
→ 2	0.5	-0.2	-0.2	7	24	-2.4	0.0	2
- COc1ccc(CCNc2nc(C)cc(C)n2)cc1OC
→ -1	-1.1	0.9	0.4	1	?	-3.8	0.3	-2
- O=C(Cc1ccccc1)Nc1ccc(C(=O)Nc2ccccc2C(=O)O)cc1
→ 1	1.5	-1.7	3.5	-2	0	-21	4.6	-2
- O=C(C[n+]1cccc(CNC(=O)c2ccc(OC(F)F)cc2)c1)c1ccccc1
→ 1	1.2	0.4	0.7	6	3	-2.1	-1.0	0
- CNc1nc(OC)nc(N(C#N)CN2C(=O)c3ccccc3S2(=O)=O)n1
→ 1	-0.5	-1.2	/	-2	-1	-0.4	-2.7	1
- CN(CCCNC(=O)CCCOc1cc(=O)n(C)c2ccccc12)Cc1ccccc1
→ 7	0.9	0.9	-1.6	10	-2	1.3	0.0	-2
- CCOC(=O)C1(CCCc2ccccc2)CCN(C(=O)c2cc(C)nc(C)n2)CC1
→ 0	-0.9	1.2	2.3	-8	-2	-3.1	0.3	-4
- O=C1NC2(CCCC2)N=C1c1ccc(F)cc1
→ 3	0.8	-0.3	-1.5	-3	-7	-0.9	2.0	-1
- Nc1c(C(=O)N/N=C/c2ccccc2Cl)oc2nc(-c3ccccc3)cc(-c3ccco3)c12
→ 4	3.1	0.6	-3.1	2	-14	0.8	1.0	-3
- CSC(=S)N/N=C(\C)c1ccccc1
→ -2	-1.4	17	/	0	-6	-1.5	1.6	-2
- Cc1ccc(OCCOCCN(C)C)c(Cl)c1
→ -1	0.2	0.3	/	9	2	-2.3	1.1	-1
- CC(=O)OC(C(=O)NCc1ccco1)c1cccnc1 (configuration not stated)
→ 7	-0.2	-0.4	-1.2	-10	2	-3.6	0.0	-1
- COc1ccc2[nH]c(=O)c(CN(CCN3CCCC3)C(=O)Nc3ccccc3Cl)cc2c1
→ 11	-0.9	-1.4	-2.2	9	-1	-1.5	-0.6	-2
- CC(=O)n1nc(-c2ccc(Cl)cc2)nc1NCc1ccco1
→ 1	-3.4	-1.1	2.5	-3	-5	-2.7	-2.0	-1
- CCOC(=O)COc1ccc(Br)cc1/C=C\c1[nH]c(=O)[nH]c(=O)c1[N+](=O)[O-]
→ -2	-0.4	-0.9	/	21	-2	0.1	0.0	0
- CC(=O)N/C(=C/C(C)C)c1ccccc1
→ 0	-0.1	-0.6	-0.7	2	-4	-1.8	-0.5	-2
- c1ccc(OCCn2cnc3ccccc32)cc1
→ -1	?	0.3	1.5	-1	25	-0.5	2.4	-4
- Cc1cccc(NC(=O)Cn2c(O)c(N=NC(=O)c3ccccc3O)c3ccccc32)c1
→ 0	-1.8	-0.1	-0.2	15	-4	-1.0	8.3	-6
- CC(Cc1ccccc1)NC=O (configuration not stated)
→ 1	0.6	-1.0	-0.2	3	0	0.0	-0.4	7
- COc1cc(C(=O)OC(C)CN2CCN(C)CC2)cc(OC)c1OC (configuration not stated)
→ 0	0.6	0.9	0.3	10	7	-3.3	-3.6	-4
- O=C(COC(=O)c1ccc(S(=O)(=O)N2CCOCC2)cc1)NCc1ccco1
→ 2	-0.3	/	-0.1	12	-2	-2.0	/	-7
- COc1cc(C(=O)Nc2nc(-c3ccc(Cl)cc3)c(C)s2)ccc1OCC(=O)Nc1ccc(F)cc1
→ -1	0.7	-1.4	/	16	-6	-2.5	0.7	-1
- Oc1ccc(-c2nccc(-c3ccccn3)n2)cc1
→ 2	0.4	-0.2	0.1	4	-5	/	0.4	2
- Cc1cc(C(=O)COC(=O)C2=COCCO2)c(C)n1-c1ccc2c(c1)OCO2
→ 2	0.5	16	/	3	3	-2.5	-1.3	0
- O=C(NCCCN1CCCC1)c1ccc2c(c1)N(Cc1cccc(Cl)c1)C(=O)c1ccccc1S2(=O)=O
→ -3	-0.9	/	4.0	-2	-15	-7.4	/	-1
- C/C(CCc1ccccc1)=N\NC(=O)c1ccccc1
→ -3	0.6	0.4	/	4	2	0.5	1.7	-3
- Cc1ccc(S(=O)(=O)N2CCN(C3CC(=O)N(Cc4ccccc4)C3=O)CC2)cc1C (configuration not stated)
→ 0	0.3	-0.1	-0.7	12	1	-0.2	-2.5	2
- CCCCOC(=O)CCn1c(=S)oc2ccccc21
→ -1	-0.2	-0.7	-0.1	2	-3	-5.2	1.2	-2
- COc1ccc2[nH]c(C(=O)Nc3ccc(C)c(F)c3)cc2c1
→ 4	0.9	1.1	/	6	4	-0.4	0.5	-8
- FC(F)(F)c1ccc2nnc(-c3c(Cl)cccc3Cl)n2c1
→ 0	0.1	-0.9	2.1	-3	5	-5.2	-1.8	-5
- CCOC(=O)C1C(=O)NC(N2CCCCC2)=NC1C(C)C (configuration not stated)
→ 1	0.7	-0.6	-3.5	1	-6	-0.9	0.4	1
- CN(C1=C(NC(=O)c2ccccc2)C(=O)c2ccccc2C1=O)C1CCS(=O)(=O)C1 (configuration not stated)
→ -3	-0.3	-0.8	/	0	-3	1.4	-0.5	-3
- CCN(C(=O)CSc1nc2cc(Cl)ccc2c(=O)n1CC(C)C)C1CCS(=O)(=O)C1 (configuration not stated)
→ -1	5.2	0.7	-1.3	-6	18	1.3	2.9	2
- O=C(CCc1c[nH]c2ccccc12)NCCc1ccc(O)cc1
→ -3	3.8	-1.1	-1.2	-2	13	-2.0	0.6	7
- C=C(C)Cn1c(Sc2nc3ccccc3[nH]2)nc2c1c(=O)[nH]c(=O)n2C
→ 5	-0.1	3.2	11	2	-14	-1.2	-1.4	4
- Cc1ccc(N2C(=O)c3ccc(C(=O)N4CCN(c5cccc(C)c5C)CC4)cc3C2=O)cc1
→ 1	-0.9	0.8	-1.7	0	5	-0.7	1.1	-6
- COCCCN(C(=S)NC(=O)C(C)(C)C)c1c(N)n(Cc2ccccc2)c(=O)[nH]c1=O
→ 3	0.5	1.0	-0.4	4	-6	-0.8	1.0	2
- Cn1c(=O)c2[nH]c(CN3CCN(Cc4ccccc4)CC3)nc2n(C)c1=O
→ -1	-0.4	0.5	/	2	-5	0.8	-1.1	-4
- COc1ccc(/C=C/C(=O)OCC(=O)NC2CC2)c(OC)c1
→ 2	-0.5	0.7	-0.9	28	2	-3.7	-1.1	5
- O=C(Nc1nnc(Cc2ccccc2F)s1)Nc1ccccc1F
→ 0	1.8	0.4	-0.6	5	?	-0.4	-0.6	9
- COc1cc(C2CC(=O)N(CC(=O)NCc3ccco3)c3ccccc3S2)cc(OC)c1OC (configuration not stated)
→ 0	-0.8	0.8	0.7	5	-2	-3.7	-2.4	-1
- CCOc1ccc(NC(=O)C[n+]2ccccc2)cc1
→ -2	-0.3	-0.2	/	7	-2	-0.2	-0.3	-2
- Cc1cccc(NC(=O)CNC(=O)Cc2ccc(S(=O)(=O)N3CCOCC3)s2)c1C
→ 5	-0.6	-0.4	0.2	0	-5	-0.2	-1.0	-5
- COc1ccc(NC(=O)/C(=C/c2ccc3c(c2)OCO3)NC(C)=O)cc1
→ -10	0.0	0.9	/	27	0	-3.8	1.4	3
- N#CCCn1cc(C=O)c(-c2cccs2)n1
→ 0	0.3	-1.1	/	-2	-2	-0.5	1.8	-6

2 entries drawn at random from the list so far:
Below each SMILES: FBA Mtb inh	BoNT-A LC inh2	PfHsp40 yeast	BioA inh	GDH-TPI counter	BoNT F protease	FadD28 FP inh	UGM FP inh	Anthrax LF prot
- Cn1c(=O)c2[nH]c(CN3CCN(Cc4ccccc4)CC3)nc2n(C)c1=O
→ -1	-0.4	0.5	/	2	-5	0.8	-1.1	-4
- COc1ccc(/C=C/C(=O)OCC(=O)NC2CC2)c(OC)c1
→ 2	-0.5	0.7	-0.9	28	2	-3.7	-1.1	5

(cont.)
Below each SMILES: FBA Mtb inh	BoNT-A LC inh2	PfHsp40 yeast	BioA inh	GDH-TPI counter	BoNT F protease	FadD28 FP inh	UGM FP inh	Anthrax LF prot
- Nc1cc(C(F)(F)F)ccc1OCC1CCCO1 (configuration not stated)
→ 3	1.6	0.4	-0.5	-1	10	-2.7	0.8	-7
- COc1ccc2c(C)cc(SCC(=O)Nc3ncc(Cl)cc3Cl)nc2c1
→ 2	-0.3	-1.2	/	0	0	-2.1	0.7	3
- CCCNC(=O)NC(=O)CSc1cccc(C(F)(F)F)c1
→ 0	-1.2	4.8	/	1	-4	-3.2	0.4	-1
- Cc1ccc(C(=O)Nc2nc(=O)n(C(=O)C3CC3)s2)cc1
→ 2	-0.1	-1.3	/	6	8	1.1	4.0	-1
- Cc1cccc(OCc2nnc(SCC(=O)NC3CCCC3)n2C)c1
→ 2	-0.1	-0.3	-3.9	-2	-2	-0.2	0.9	4
- COc1cccc(CNC(=O)c2cccc(NC(=O)C3=C(C)OCCS3)c2)c1
→ -2	-0.3	-0.2	-0.5	4	4	-1.6	-1.0	-6
- Cc1cc2cc(CNS(=O)(=O)N(C)C)ccc2[nH]1
→ -1	7.2	-0.2	0.0	0	-59	-1.3	1.5	-28
- CCN1CCN(c2ccc(S(=O)(=O)N3CCOCC3)cc2NC(=O)/C=C/c2ccc([N+](=O)[O-])cc2)CC1
→ 3	6.3	-0.2	-6.7	23	-15	-1.9	-2.6	-2
- C[C@@H]1CNC(=O)c2c(C(=O)NCC(=O)OC(C)(C)C)ncn21
→ 0	-0.6	/	0.1	7	-6	-1.0	/	0
- O=C(NNC(=O)c1ccccc1Br)c1cccc(Cl)c1
→ 0	-1.4	-1.3	-1.0	7	-10	-0.5	2.7	-1
- CCn1c2ccccc2c2nc3cc(C(=O)O)ccc3nc21
→ 3	0.3	?	/	20	0	-7.5	/	-2
- O=c1[nH]c(NCCO)nc2c1C1(CCCCC1)Cc1ccccc1-2
→ 98*	-0.7	-1.9	-1.5	13	-16	-2.5	0.0	-2
- Cc1ccc(NC(=O)C2CCCO2)cc1[N+](=O)[O-] (configuration not stated)
→ 2	0.2	-0.6	-1.1	6	6	-0.1	-2.4	2
- COC(=O)c1ccc(/C=N/NC(=O)c2ccc3nc[nH]c3c2)cc1
→ -2	2.5	-0.3	0.6	26	1	0.5	-2.8	3
- O=C(O)CC(NC(=O)OCc1ccccc1)c1ccccc1 (configuration not stated)
→ 1	-0.6	-0.1	-0.7	-3	-1	-0.9	-0.2	-2
- O=C(O)c1cc(S(=O)(=O)Nc2cccc(Oc3ccccc3)c2)ccc1Br
→ -1	0.8	1.4	-0.3	-5	-3	/	?	-1
- O=C(C[n+]1ccccc1)N/N=C/c1cc(Br)ccc1O
→ -7	0.6	-0.3	-0.2	0	-2	-2.0	-3.7	13
- CN1C(C(=O)Nc2cccc(O)c2)=CC(c2ccco2)=NS1(=O)=O
→ 3	0.1	-0.6	9.8	18	-6	0.7	2.9	-7
- CCOP(=O)(OCC)C(NC(=O)c1cccs1)c1ccccc1 (configuration not stated)
→ -2	-0.2	-2.1	-1.9	-5	-4	-2.3	-1.4	3
- CCN(CC)c1ccc(-c2n[nH]c(=S)n2-c2ccccc2)cc1
→ 37*	0.8	-3.2	/	8	-3	1.7	1.8	-6
- CN1C(=O)N(CC(=O)N2CCN(S(=O)(=O)c3ccc(Cl)s3)CC2)C(=O)C12CCCCC2
→ 1	4.7	2.9	0.2	-2	13	0.0	-1.9	2
- CCOc1ccc(S(=O)(=O)Nc2cccc(C)c2)c2cccnc12
→ 0	-1.1	-0.4	/	1	-5	-2.5	1.5	-9

High-throughput results: PubChem, several laboratories
